Screens as filed in PubChem.
PME-1 inh: PME-1 inhibitors via competitive probe labeling, primary screen, biochemical, fluorescence polarization, FP-Rh probe, HTS; inhibition, % at 5.9 µM; Protein phosphatase methylesterase 1 (Homo sapiens), Q9Y570; 320,000 tested, 0.53% active; AID 2130, 2009; recombinant PME-1;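 active = inhibition above the campaign mean of all compounds plus 3 SD, cut at about 26% in these data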;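 also: competitive labeling of PME-1 active site by serine hydrolase directed probe; 0% = PME-1 with DMSO and 100% = wells lacking PME-1 enzyme; inhibitors block probe labeling so polarization falls and inhibition rises; many of its hits are not listed in these tables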
LYPLA2 counter: LYPLA2 inhibitors, primary screen, counter-screen for PME1 inhibitor project, biochemical, fluorescence polarization, FP-Rh probe ABPP; Acyl-protein thioesterase 2 (Homo sapiens), O95372; recombinant LYPLA2; inhibition, % at 5.9 µM; 320,000 tested, 0.38% active; AID 2177, 2009;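 active = inhibition above the screen-wide mean plus 3 SD, limit set per campaign, cut at about 26% in these data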;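 also: 0% = LYPLA2 with DMSO and 100% = wells lacking LYPLA2 enzyme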
Target sequence (O95372 whole entry, looked up): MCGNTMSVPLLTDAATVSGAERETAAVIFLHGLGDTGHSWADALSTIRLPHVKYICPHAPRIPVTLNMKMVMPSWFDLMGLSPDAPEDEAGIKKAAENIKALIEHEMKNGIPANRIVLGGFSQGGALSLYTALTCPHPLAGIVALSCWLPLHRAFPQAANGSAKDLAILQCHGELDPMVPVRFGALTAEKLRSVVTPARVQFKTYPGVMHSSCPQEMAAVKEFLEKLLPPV
GSTO1 inh: inhibitors of recombinant GSTO1, primary screen, counter-screen for RBBP9 inhibitor project, biochemical, fluorescence polarization; activity-based probe fluorescence polarization; inhibition, % at 5.96 µM; 300,000 tested, 1.1% active; AID 1974, 2009;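 active = inhibition above the campaign mean inhibition plus 3 SD, cut at about 35% in these data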;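 also: 0% = GSTO1-1 with DMSO and 100% = wells lacking GSTO1-1 enzyme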
LYPLA1 counter: LYPLA1 inhibitors, primary screen, counter-screen for PME1 inhibitor project, biochemical, fluorescence polarization, FP-Rh probe ABPP; AID 2174, 2009; inhibition, % at 5.9 µM; recombinant LYPLA1; 320,000 tested, 0.16% active;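 active = inhibition above the mean of all tested compounds plus 3 SD, set per campaign, cut at about 14% in these data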;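 also: inhibitors block serine hydrolase probe labeling of LYPLA1 so polarization falls; 0% = enzyme with DMSO and 100% = wells lacking LYPLA1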
Target sequence (O75608 whole entry, looked up): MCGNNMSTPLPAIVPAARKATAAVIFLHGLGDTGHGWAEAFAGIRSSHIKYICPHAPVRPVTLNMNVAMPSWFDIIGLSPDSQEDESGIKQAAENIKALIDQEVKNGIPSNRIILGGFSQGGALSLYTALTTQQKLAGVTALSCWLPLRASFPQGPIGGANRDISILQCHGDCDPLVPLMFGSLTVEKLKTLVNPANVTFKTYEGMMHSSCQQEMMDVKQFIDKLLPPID
pPAFAH inh: pPAFAH enzyme inhibitors, primary screen, biochemical, fluorescence polarization, human; Platelet-activating factor acetylhydrolase (Homo sapiens), Q13093; recombinant pPAFAH, FP-rhodamine probe fluorescence polarization; 330,000 tested, 1.5% active; AID 463082, 2010; inhibition, % at 3.39 µM;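 active = inhibition above the mean inhibition across the screen plus 3 SD, cut at about 25% in these data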;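 also: inhibitors block binding of the rhodamine activity-based probe so polarization drops; 0% = enzyme with DMSO and 100% = wells lacking pPAFAH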
PAFAH1B3 inh: PAFAH1B3 enzyme inhibitors, primary screen, biochemical, fluorescence polarization, human; Platelet-activating factor acetylhydrolase IB subunit alpha1 (Homo sapiens), Q15102; recombinant PAFAH1B3, FP-rhodamine probe; inhibition, % at 3.39 µM; 340,000 tested, 0.28% active;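 active = inhibition above the screen-wide average of all tested compounds plus 3 SD, cut at about 25% in these data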;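 also: 0% = enzyme with DMSO only and 100% = wells lacking PAFAH1B3 protein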
Target sequence (Q15102 whole entry, looked up): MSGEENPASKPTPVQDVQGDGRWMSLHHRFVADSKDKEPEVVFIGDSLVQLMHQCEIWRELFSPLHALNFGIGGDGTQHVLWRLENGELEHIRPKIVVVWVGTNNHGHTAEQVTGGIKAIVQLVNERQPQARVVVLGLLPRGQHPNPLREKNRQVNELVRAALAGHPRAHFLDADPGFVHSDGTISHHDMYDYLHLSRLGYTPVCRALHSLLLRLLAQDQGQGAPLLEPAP
PAD4 inh: human PAD4 inhibitors, primary screen, biochemical, fluorescence polarization, 1536-well format | Protein-arginine deiminase type-4 (Homo sapiens), Q9UM07 | recombinant PAD4, RCA probe fluorescence polarization | inhibition, % at 6.36 µM | 330,000 tested, 0.41% active | AID 485272, 2010;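 active = percent inhibition above a cutoff equal to the mean of all tested compounds plus 3 SD, cut at about 15% in these data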;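 also: 0% = PAD4 with RCA probe and DMSO and 100% = probe without PAD4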
PAFAH1B2 inh: PAFAH1B2 enzyme inhibitors, primary screen, biochemical, fluorescence polarization, human; recombinant PAFAH1B2, FP-rhodamine activity probe; inhibition, % at 3.39 µM; 340,000 tested, 1.2% active;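 active = inhibition above the mean of all tested compounds plus 3 SD, cut at about 24% in these data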;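 also: 0% = enzyme with DMSO and 100% = wells lacking PAFAH1B2; many of its hits are not listed in these tables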
Target sequence (P68402 whole entry, looked up): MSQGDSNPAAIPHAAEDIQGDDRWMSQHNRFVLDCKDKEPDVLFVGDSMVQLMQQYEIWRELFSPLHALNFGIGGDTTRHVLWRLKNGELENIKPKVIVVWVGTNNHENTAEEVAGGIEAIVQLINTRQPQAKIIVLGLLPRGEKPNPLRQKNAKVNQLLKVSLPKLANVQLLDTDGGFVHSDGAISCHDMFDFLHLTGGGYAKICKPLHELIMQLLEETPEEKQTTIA
PREPL inh: PREPL enzyme inhibitors, primary screen, biochemical, fluorescence polarization. Prolyl endopeptidase-like (Homo sapiens), Q4J6C6. recombinant PREPL, fluorescence polarization activity-based probe. inhibition, % at 5.96 µM. 320,000 tested, 0.68% active; in the data active = inhibition above about 43%;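 also: 0% = enzyme with DMSO and 100% = wells lacking enzyme; many of its hits are not listed in these tables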
* hit, by the source's call; · = no result given.

SMILES	PME-1 inh	LYPLA2 counter	GSTO1 inh	LYPLA1 counter	pPAFAH inh	PAFAH1B3 inh	PAD4 inh	PAFAH1B2 inh	PREPL inh
CCOc1ccc(N2CC(C(=O)Nc3ccc(OC)c(S(=O)(=O)N4CCCCC4)c3)CC2=O)cc1 (configuration not stated)	-2	3	7	-2	2	4	3	1	2
O=C(NCCCCCCNC(=O)OC1CCS(=O)(=O)C1)OC1CCS(=O)(=O)C1 (configuration not stated)	6	4	4	3	2	5	-5	9	10
O=C(CCN1C(=O)/C(=C\c2ccccc2F)SC1=S)Nc1ccc(C(=O)O)c(O)c1	3	10	-1	1	20	5	-7	6	38
CCc1ccc(OCC(=O)N2CC(C(N)=O)Oc3ccccc32)cc1 (configuration not stated)	-8	2	7	-1	-3	-3	-5	-1	20
O=C(O)Cn1nc2ccccc2n1	-3	-6	-4	0	3	6	5	8	1
CN(C)S(=O)(=O)c1cccc(NC(=O)c2ccc3nccnc3c2)c1	3	-7	1	-5	4	-2	-5	-6	0
COc1ccccc1CNC(=O)C1CCCN(S(=O)(=O)c2cccc3nsnc23)C1 (configuration not stated)	14	4	-5	-4	-1	1	-10	3	4
CCOC(=O)/C(=C\C=C1/Sc2cc(OCC)c(OCC)cc2N1CC)C(C)=O	-19	-13	-9	-7	2	-7	-13	-5	-3
COc1ccc(/C=N/NC(=O)c2cc3c(OC)ccc(OC)c3[nH]2)cc1O	40*	14	4	5	24	22	-3	29*	31
O=S1(=O)Cc2cc3ccccc3cc2C1	-1	5	2	0	0	5	-1	1	9
COc1ccc(C(C(=O)NC2CCCCC2)N(C(=O)c2ccccn2)c2cccnc2)cc1 (configuration not stated)	-2	1	-3	6	5	5	2	0	12
CC1CCCC(NC(=O)Cn2cc(Br)ccc2=O)C1C (configuration not stated)	·	·	·	·	3	20	7	8	13
Cc1nn(C)c(C(=O)N/N=C/c2ccc(Br)cc2)c1Cl	-2	-13	-9	-4	1	3	-5	2	1
COc1ccc(C)cc1NC(=O)CSc1nnc(CC(=O)Nc2cccc(C(F)(F)F)c2)n1C	1	4	10	-2	-1	3	6	12	6
COc1ccc(-c2ccc3oc(-c4ccc(OC)cc4)c(-c4cc(OC)c(OC)c(OC)c4)c3c2)cc1	-6	4	3	-2	-3	2	3	0	20
CCOC(=O)Cc1nc2ccccc2n(CC#N)c1=O	4	1	3	-4	-3	2	-3	7	16
N#Cc1ccccc1OCC(=O)NCC(c1ccc(F)cc1)N1CCOCC1 (configuration not stated)	6	3	·	-2	1	6	2	0	-2
C(=N\N1CCN(C2c3ccccc3-c3ccccc32)CC1)/c1cccs1	-2	1	2	-2	3	1	-3	1	-8
COc1ccc(C2=[N+]([O-])C(C)(C)N(O)C2C)cc1 (configuration not stated)	-7	-3	-3	-2	-4	3	-6	-7	14
C=C1CCN([C@@H](Cc2ccccc2)C(=O)N2CCOCC2)S(=O)(=O)c2ccccc21	-2	2	3	-1	4	1	-3	1	7
Cc1ccc(NC(=O)NC2C(NC(=O)Nc3ccc(C)cc3)N(C)C(=O)N2C)cc1 (configuration not stated)	-4	-2	4	-2	7	1	-3	2	10
COc1cccc(NC(=S)N2CCN(C/C=C/c3ccccc3)CC2)c1	0	7	6	-1	-2	6	2	-5	26
CCC(Sc1nc2ccccc2s1)C(=O)Nc1nnc(C)s1 (configuration not stated)	-7	5	24	4	1	10	2	4	-9
CC(=O)c1cccc(NC(=O)N(c2ccccc2)c2ccccc2)c1	2	2	9	2	0	8	1	4	-3
CC(=O)Nc1ccc(S(=O)(=O)NCCC(=O)OC(C)C(=O)NC2(C#N)CCCCC2)cc1 (configuration not stated)	1	4	·	-2	7	4	1	2	4
CCCCCCN1C2=NCCCN2c2ccccc21	2	4	4	1	1	-2	6	-2	17
CCCNC(=S)NCCN1CCCCC1	3	7	3	0	4	-2	3	4	0
COc1ccc([C@@H]2CC=C(C(=O)O)[C@H](c3cccc(Cl)c3)N2S(=O)(=O)c2ccccc2C)cc1	3	-10	-21	-5	2	7	2	26*	6
c1ccc(-n2cnnc2SCc2cn3ccccc3n2)cc1	3	3	-1	2	4	0	-2	5	8
CC(C)(C)OC(=O)N1CCCN(C(=O)c2ccc(Cl)cc2)CC1	-3	0	-1	9	4	7	-5	10	4
Cc1cccc(C)c1NC(=O)CSc1ccc([N+](=O)[O-])cn1	-2	-3	5	-3	3	7	-1	0	-1
CC(=O)Nc1ccc(S(=O)(=O)NCc2nnnn2-c2ccc(F)cc2)cc1	3	0	5	1	-5	7	-3	4	0
CC(C)NC(=O)Cn1c(SCC(=O)N2CCCCCC2)nc2ccccc21	-3	-1	1	-2	-1	1	-2	5	3
O=S(=O)(NCCC1=CCCCC1)c1c(Cl)cccc1Cl	1	2	6	-2	-1	2	10	7	-14
CCN(Cc1ccncc1)Cc1cn[nH]c1-c1ccc(OC)cc1F	0	-4	1	-1	-5	14	-3	4	2
CCOC(=O)C1CCN(C(C(=O)NC2CCCCC2)c2ccc(OC)cc2)CC1 (configuration not stated)	-5	9	2	6	-2	4	2	3	15
COC(=O)N/N=C1/C/C(=N\NC(=O)OC)c2ccccc21	2	-4	17	-2	4	38*	21*	3	3
NC(=S)N/N=C/c1cn(-c2ccccc2)nc1-c1cccnc1	-6	-2	2	0	1	0	0	0	5
O=C(COC(=O)COc1ccccc1)Nc1cccnc1Cl	·	·	·	·	12	10	-1	6	2
O=C(O)c1sc2cc(C(F)(F)F)cnc2c1-c1cccs1	0	1	0	-1	0	·	0	·	-8
CS/C(N)=N/N=C/c1cc(Br)cc(Br)c1O	10	-3	7	0	18	2	0	6	13
Oc1ccccc1N=Cc1sc2ccccc2c1Cl	0	0	8	-3	11	4	-11	4	6
Nc1nccc(-c2ccc(-n3cccc3)cc2)n1	-5	4	-1	1	4	13	-4	4	-7
CCOC(=O)CSc1nnc(CNC(=O)c2cccs2)n1-c1cc(C)ccc1C	-3	1	-1	2	-4	-5	-2	2	11
COc1ccccc1NC(=O)N1CCCC1C(=O)Nc1ccc2c(c1)OCO2 (configuration not stated)	-3	9	3	2	8	8	-2	3	2
CC[C@]12c3[nH]c4cc(CCC(=O)N(C)C)ccc4c3CCN1C(=O)[C@@H](CC(=O)NCc1ccc(OC)c(OC)c1)C[C@@H]2C(=O)N1CCN(C(=O)c2ccco2)CC1	·	·	·	·	2	5	-2	6	·
O=C(COC(=O)c1ccc(O)cc1)Nc1ccccc1	-7	4	-4	4	17	8	-5	-3	7
Cc1sc2ncn(CC(=O)NCCCC(=O)N3CCN(c4ccccn4)CC3)c(=O)c2c1C	-11	-4	-1	-4	-15	7	0	5	5
CCOC(=O)c1c(NC(C)=O)sc2c(OC)c(Br)ccc12	2	2	4	1	8	5	-4	2	7
COCC1CCCCN1Cc1cn(-c2ccccc2)nc1-c1ccc2c(c1)OCO2 (configuration not stated)	-5	-3	-1	0	2	-1	5	0	-4
COc1ccccc1CC(=O)NC1CC1	1	-3	3	-5	4	15	0	-4	3
CC(=O)c1cnc2nc(SCc3ccc(C)cc3)nn2c1C	-1	5	7	-1	5	0	-1	7	0
CCCN(CC(=O)Nc1ccccc1C)C(=O)c1cn2ccccc2n1	-6	1	·	-1	-1	-1	-3	0	9
Cc1ccc(S(=O)(=O)NCCc2ccncc2)cc1	-2	10	-2	-5	2	0	3	6	1
CCn1c(C)nc2cc(C(=O)NNS(=O)(=O)c3ccccc3F)ccc21	-3	-1	-1	-6	2	1	1	4	-5
O=C(NCCS(=O)(=O)N1CCN(c2ccccc2)CC1)c1cccs1	7	5	7	-2	0	0	2	5	8
CCOC(=O)c1c(N2C(=O)C=CC2=O)sc(C)c1C	1	-3	-6	-4	10	1	-2	0	2
COc1ccc(-n2nnnc2-c2ccc(S(C)(=O)=O)cc2Cl)cc1	0	-7	5	1	3	2	2	4	-3
COc1ccc(OCC(=O)Nc2ccc3c(c2)nc(CN2CCN(C(C)=O)CC2)n3C)cc1	-3	1	5	3	2	-2	-5	-2	13
CS(=O)(=O)N(CC(=O)Nc1ccccc1C(=O)N1CCOCC1)c1cccc(F)c1	3	0	0	-1	2	-5	-1	2	6

Results in PME-1 inh, for some of the entries so far:
structure | PME-1 inh
O=C(COC(=O)c1ccc(O)cc1)Nc1ccccc1 | -7
Cc1sc2ncn(CC(=O)NCCCC(=O)N3CCN(c4ccccn4)CC3)c(=O)c2c1C | -11

The list goes on:
SMILES	PME-1 inh	LYPLA2 counter	GSTO1 inh	LYPLA1 counter	pPAFAH inh	PAFAH1B3 inh	PAD4 inh	PAFAH1B2 inh	PREPL inh
Cc1ccc(S(=O)(=O)NNC(=O)Nc2ccc(Cl)cc2)cc1	2	0	3	-3	0	3	1	11	-20
COc1ccccc1CN1CC(C(=O)NCCc2ccc(Cl)cc2)CC1=O (configuration not stated)	8	4	1	2	1	8	5	16	-14
CCc1ccc(S(=O)(=O)N/N=C(/C)c2ccncc2)cc1	1	-6	0	-2	6	4	3	-4	-14
COc1ccc(C(C(=O)NC2CCCC2)N(C(=O)c2ccoc2C)c2ccc(C)cc2)cc1 (configuration not stated)	3	5	2	-3	0	3	-1	1	6
CN(C1CCCCC1)S(=O)(=O)c1ccc(S(=O)(=O)N2CCN(CCC#N)CC2)cc1	-4	-2	-2	4	-2	6	0	5	-3
CCCC(C(=O)NCc1ccco1)N(C(=O)CNS(=O)(=O)c1ccc(Cl)cc1)C1CCCC1 (configuration not stated)	-1	-6	-3	-3	-6	5	-4	6	5
N#Cc1ccc(C23CC4(C2)[C@H](CN(Cc2ccc(-c5ccccc5)cc2)[C@@H]4c2ccccc2)C3c2ccc(Cl)nc2)cc1 (some centres not stated)	0	-1	-5	-2	-6	6	0	-1	-27
Cc1occc1C(=O)NC1CCCN(Cc2ccc(CC(C)C)cc2)C1 (configuration not stated)	6	-1	7	-1	4	6	-1	4	-24
Cc1ccc(CCNC(=O)CN2C(=O)COc3ccc(S(=O)(=O)N4CCC(C)CC4)cc32)cc1	0	-7	-2	1	-1	11	-2	18	2
CSC1=NCCN1C(=O)Cc1ccc(-c2ccccc2)cc1	-4	-3	0	-5	3	4	2	-2	9
O=C(CN(CC1CCCO1)C(=O)CNS(=O)(=O)c1ccc(Cl)cc1)NCCc1ccccc1 (configuration not stated)	-3	5	11	0	15	7	1	17	18
O=C1NC[C@H](Cc2ccc(O)cc2)N(CCc2cccc3ccccc23)C1=O	4	1	0	1	2	5	0	4	-1
C[C@H]1COC(=O)[C@H](Cc2ccc(F)cc2)CC/C=C/C[C@@H](CC(=O)N[C@@H](CO)Cc2ccccc2)C(=O)N1	·	·	·	·	-1	-1	0	17	41
O=c1oc(-c2ccc(Cl)c(Cl)c2)nn1-c1ccc(C(F)(F)F)cn1	0	3	6	0	0	·	3	·	10
Cc1ccc(C(=O)CSc2ccccn2)cc1	-8	-4	6	1	-4	-5	-1	0	-1

Only part of the results is shown; rates above refer to the full screens.
